High-throughput results from PubChem BioAssay.
TMEM16A act – activators or potentiators of mouse TMEM16A chloride channel. Q8BHY3. HEK293 TMEM16A/YFP-H148Q/I152L, iodide quench fluorescence; stronger effect = lower value. B-score at 10 µM. actives 0.3% (n = 340,000);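 active = fluorescence-ratio B-score plate-corrected deviation score at least 3 library SD below zero, with starting fluorescence score within 5 deviations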;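 note: channel opened by trigger with iodide after compound preincubation; score built on the fluorescence ratio of max minus min over baseline; more negative score means more quench and so TMEM16A activation or potentiation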
TRPC6 act – mouse TRPC6 channel activation | Q61143 | HEK293-TRPC6 membrane potential dye fluorescence; stronger effect = higher value | B-score at 10 µM | actives 0.13% (n = 310,000) | AID 2550;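 active = B-score of the integrated fluorescence ratio above library mean plus 3 SD, and starting fluorescence ratio within library mean plus 5 SD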;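 note: higher score means more depolarization so channel activation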
TRPC4 act – activators of mouse TRPC4 channel. Q9QUQ5. HEK293 TRPC4beta/mu-opioid, Fluo4 calcium fluorescence; stronger effect = higher value. B-score at 10 µM. actives 0.49% (n = 310,000);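 active = B-score above 5 SD of library B-scores, and initial fluorescence ratio not above library mean plus 5 SD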;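 note: positive B-score marks a calcium rise read as TRPC4 activation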
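Technique: kinetic Fluo4 calcium fluorescence; Test system: TRPC4beta and mu-opioid receptor HEK293 stable cells; Measure: B-scored integrated calcium fluorescence ratio; Benchmarks: low control buffer alone, high control maximal DAMGO; Schedule: 45 min room-temperature Fluo4 loading, 110 s read.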
TMEM16A inh – mouse TMEM16A channel inhibition, primary screen. Q8BHY3. HEK293 TMEM16A/YFP iodide influx fluorescence, ionomycin. normalized B-score (activity score, 25-100; higher = stronger inhibition) at 10 µM. actives 1.2% (n = 310,000). AID 588511;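 active = ratio plate-corrected score three or more library SD toward inhibition, starting fluorescence score within five deviations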;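 note: score derived from kinetic fluorescence span divided by baseline fluorescence per well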
TRPC6 inhibitor – mouse TRPC6 channel inhibition; Q61143; HEK293-TRPC6, membrane potential dye, ACh-evoked depolarization; stronger effect = lower value; B-score at 10 µM; actives 1.1% (n = 310,000); AID 2553;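 active = B-score under library mean minus 3 SD, initial fluorescence not abnormally high, positive integrated signal ratio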;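 note: B-score derived from integrated fluorescence ratio over the kinetic read; more negative B-score means stronger inhibition of depolarization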
MrgX1 ag – agonists of human MrgX1 receptor; MrgX1-HEK293 cells, Fluo-4 calcium fluorescence, agonist mode; stronger effect = higher value; B-score at 10 µM; actives 0.44% (n = 310,000); AID 588627;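 active = calcium response B-score plate-corrected fluorescence ratio at least 3 library SD, with starting fluorescence B-score inside 5 SD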
Target sequence (Q96LB2 whole entry, looked up): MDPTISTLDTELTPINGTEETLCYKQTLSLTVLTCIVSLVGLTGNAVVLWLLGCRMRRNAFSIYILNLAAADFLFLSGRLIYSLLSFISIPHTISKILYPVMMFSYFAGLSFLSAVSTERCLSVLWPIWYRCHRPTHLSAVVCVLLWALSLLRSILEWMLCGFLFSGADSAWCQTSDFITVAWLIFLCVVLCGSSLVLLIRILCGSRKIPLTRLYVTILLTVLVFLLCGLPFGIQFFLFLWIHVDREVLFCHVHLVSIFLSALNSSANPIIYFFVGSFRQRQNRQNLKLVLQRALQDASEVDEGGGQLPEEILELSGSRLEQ
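System: HEK293 cells stably expressing human MrgX1 receptor; Dosing: test compound in the initial addition of three; Schedule: overnight plating, then 30 min 37 °C plus 30 min room-temperature dye loading; Detection: kinetic calcium dye fluorescence, Fluo-4 NW; Controls: per-plate positive and negative controls for Z′ factor.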
TRPC4 inh – TRPC4 (mouse) channel inhibition; actives 0.39% (n = 300,000); Q9QUQ5; HEK293 TRPC4beta/mu-opioid, DAMGO-evoked Fluo4 calcium flux; stronger effect = lower value; AID 2247; B-score at 10 µM;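 active = B-score over 3 SD under the library average, no early fluorescence shift, positive overall ratio signal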
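test system = HEK293 cells with stable TRPC4beta plus mu-opioid receptor expression | detection = Fluo4 Ca2+ flux fluorescence | read-out = integrated fluorescence ratio relative to baseline, converted to per-well B score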
MrgX1 antagonist – human MrgX1 receptor antagonism, primary screen; Q96LB2; MRGX1-HEK293 calcium flux, Fluo-4, BAM8-22 antagonism; stronger effect = lower value; B-score at 10 µM; actives 1.3% (n = 310,000); AID 588676;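 active = calcium-response B-score plate-corrected more than 3 library SD below zero, starting fluorescence within 5 deviations, no agonist response on first addition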;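 note: peak minus trough fluorescence over baseline after final BAM8-22 challenge near maximal dose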
MrgX1 allo act – allosterically activates human MrgX1 receptor signaling | actives 0.63% (n = 310,000) | Q96LB2 | AID 588675 | MrgX1-HEK293, Fluo-4 calcium flux, FDSS; stronger effect = higher value | B-score at 10 µM;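 active = plate-corrected calcium response at least 3 library SD above typical, normal starting fluorescence, not activating the receptor alone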;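 note: compound read alongside a low EC10 to EC30 dose of BAM8-22 agonist; peak minus trough fluorescence over baseline measured at the second addition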
SKKanGAS inh – blocks kanamycin growth of S. pyogenes SKKanGAS strain. BacTiter-Glo, 6 h. inhibition, % at 7.5 µM. actives 1.3% (n = 300,000);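 active = mean replicate score, as percent of positive control median, at least 50; inconclusive = mean below 50 but one replicate at or above 50; inactive = mean and every replicate below 50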;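 note: strain carries kanamycin resistance gene driven by streptokinase promoter and grows in 40 µg/ml kanamycin; loss of luminescence reflects streptokinase promoter inhibition or plain growth inhibition; 0% = median of DMSO wells and 100% = positive control at its reference dose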
TRPC4 PAM – TRPC4 (mouse) allosteric potentiation. B-score at 10 µM. HEK293 TRPC4beta/mu-opioid, DAMGO EC20, Fluo-4 Ca2+ flux; stronger effect = higher value. Q9QUQ5. AID 2227. actives 0.42% (n = 310,000);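 active = B-score of calcium response area above 5 SD of library B-scores, with initial fluorescence ratio within 5 SD of library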;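 note: B-score of integrated fluorescence ratio over time as area under calcium response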
Numbers without * were called inactive; i = inactive; ? = inconclusive; . = not tested or not shown. Random draw from the library. About 6.7% of those tested had a hit in this group.

SMILES	TRPC4 act	TRPC6 inhibitor	SKKanGAS inh	TRPC4 PAM	TMEM16A act	TRPC4 inh	TMEM16A inh	MrgX1 ag	TRPC6 act	MrgX1 antagonist	MrgX1 allo act
CC1CCN(C(c2nnnn2CCc2ccccc2)C(C)C)CC1 (configuration not stated)	i	i	.	i	i	i	i	i	i	i	i
Cn1c(C(=O)NC2CC2)cc2c(=O)n(C)c3ccccc3c21	i	i	-5	i	i	i	i	i	i	i	i
O=C(Nc1ccccc1)N1CCCN(c2nccc(C(F)(F)F)n2)CC1	i	i	2	i	i	i	i	i	i	i	i
COc1ccc(C2=NO[C@@H]3C(=O)N(C4CCCCC4)C(=O)[C@H]23)cc1OC	i	i	8	i	i	i	i	i	i	i	i
CC(C)Cn1c(SCC(=O)N2CCN(C(=O)c3ccco3)CC2)nc2ccccc2c1=O	i	i	14	i	i	i	i	i	i	i	i
O=C(Oc1ccc(N(Cc2cccs2)C2=NS(=O)(=O)c3ccccc32)cc1)c1ccccc1Cl	i	i	10	i	i	i	i	i	i	i	i
Cc1nnc2ccc(N3CCN(C(=O)c4ccccc4)CC3)nn12	i	i	0	i	i	i	i	i	i	i	i
COc1cc(C)c(Cc2cnc(N)nc2N)cc1OC	i	i	52*	i	.	i	i	i	i	i	i
COC(=O)c1ccc(C(=O)OC)c(NC(=O)COC(=O)C2CC2C)c1 (configuration not stated)	i	i	9	i	i	i	i	i	i	i	i
COc1ccc(C(=O)c2oc3ccc(OC)cc3c2NC(C)=O)cc1	i	i	-4	i	i	i	i	i	i	i	i
Cc1nn(C(C)C(=O)NC2CC2)c(=O)c2nn(-c3ccccc3)c(C)c12 (configuration not stated)	i	i	7	i	i	i	i	i	i	i	i
CCC(CC)NC(=O)CN(c1ccccc1OC)S(=O)(=O)c1cccs1	i	i	-1	i	i	i	i	i	i	i	i
COc1ccc2c3c([nH]c2c1)C1(NCC3)C(=O)Nc2ccccc21 (configuration not stated)	i	i	-3	i	i	i	i	i	i	i	i
O=C(N/N=C(/CC(=O)c1cccs1)C(F)(F)F)c1ccc(O)cc1	i	i	3	i	i	i	i	i	i	i	i
CCCn1cc(S(=O)(=O)c2ccc(Cl)cc2)c(=O)c2cc(OC)ccc21	i	i	-5	i	i	i	i	i	i	i	i
O=C(NCc1cccc(CNC(=O)Nc2cccc(O)c2)c1)Nc1cccc(O)c1	i	i	6	i	i	i	i	i	i	i	i
COCCCN(CCCN)Cc1ccco1	i	i	-6	i	i	i	i	i	i	i	i
CC(C)C(=O)N1CCN(c2ccc(NC(=S)NC(=O)c3cc4ccccc4o3)cc2)CC1	i	i	12	i	i	i	i	i	i	i	i
N#CC(c1ccccn1)c1ncc(C(F)(F)F)cc1Cl (configuration not stated)	i	i	-5	i	i	i	i	i	i	i	i
O=C(c1cc(COc2c(F)cccc2F)on1)N1C[C@H]2CC[C@H]1C2	i	i	-14	i	i	i	i	i	i	i	i
Cn1ccc(C(=O)NC(=S)N2CCSCC2)n1	i	i	-2	i	i	i	i	i	i	i	i
Cc1ccn2c(=O)nc(SCC(=O)N3CCCc4ccccc43)nc2c1	i	i	16	i	i	i	i	i	i	i	i
CC(C(=O)NCc1ccco1)n1ccc2cc(S(=O)(=O)N3CCCCC3)ccc21 (configuration not stated)	i	i	0	i	i	i	i	i	i	i	i
Oc1ccc(Cl)cc1C1=NNC(c2cccs2)C1 (configuration not stated)	i	i	61*	i	i	i	i	i	i	-5.6*	i
Cc1ccc(C(C(=O)NCC2CCCO2)N(C(=O)c2snc(C(N)=O)c2N)c2ccc(C)c(C)c2)o1 (configuration not stated)	i	i	-1	i	i	i	i	i	i	i	i
Cc1ccc(C(=O)Cc2cc3ccccc3oc2=O)c(C)c1	i	i	5	i	i	i	i	i	i	i	i
Cc1ccc(Nc2cc(C)nc3nc(C)nn23)cc1	i	i	-1	i	i	i	i	i	i	i	i
CC1=NNC(=O)c2ccccc2O1	i	i	-2	i	i	i	i	i	i	i	i
c1ccc(-c2nn[nH]n2)cc1	i	i	-5	i	i	i	i	i	i	i	i
CCOC(=O)c1c(C)[nH]c(C(=O)N/N=C\c2ccccc2Cl)c1C	i	i	10	i	i	i	i	i	i	i	i
O=C(CCn1c(=O)oc2ccc(Cl)cc21)N1CCN(c2ccccc2)CC1	i	i	-2	i	i	i	i	i	i	i	i
CCC(C)NCCOc1ccc(C(C)(C)c2ccccc2)cc1 (configuration not stated)	i	i	3	i	i	i	i	i	i	i	i
Cc1cccc(CCNC(=O)c2cccc(N3CCCC3=O)c2)c1	i	i	-8	i	i	i	i	i	i	i	i
COc1ccc(-c2cc(C(=O)N3CCCCC3)no2)cc1OC	i	i	-8	i	i	i	i	i	i	i	i
CCCCN(C(=O)CNC(=O)c1cccs1)C(C(=O)NC1CCCC1)c1ccncc1 (configuration not stated)	i	i	0	i	i	i	i	i	i	i	i
Cc1ccc(Cn2ccc(O)c(Cc3ccccc3)c2=O)cc1	i	i	8	i	i	i	i	i	i	i	i
O=C(NNc1c2ccccc2nc2ccccc12)C12CC3CC(CC(C3)C1)C2	i	i	3	i	i	i	i	i	i	i	i
COc1ccccc1/C=N/N(C(C)=O)c1nc(-c2ccc(F)cc2)cs1	i	i	-3	i	i	i	i	i	i	i	i
CC(=O)Nc1ccc(S(=O)(=O)Nc2nc(CN3CCOCC3)nc3sc4c(c23)CCCC4)cc1	.	.	.	.	i	.	i	i	.	i	i
N#C/C(=N/Nc1ccccc1F)C(=N)N1CCOCC1	i	i	10	i	i	i	i	i	i	i	i
O=C(Nc1ccc(Cl)cc1C(=O)NCc1cccnc1)c1ccco1	i	i	-4	i	i	i	i	i	i	i	i
COC(=O)Cc1c(C)c2ccc(OCC(=O)N3CCCC3)c(C)c2oc1=O	i	i	-7	i	i	i	i	i	i	i	i
O=C(C1=C(O)C(=O)N(Cc2ccco2)C1c1cccc(Cl)c1)c1ccco1 (configuration not stated)	i	i	?	i	i	i	i	i	i	i	i
COc1ccc(-n2nc(C(=O)NCC(=O)NC3CCCC(C)C3C)c3ccccc3c2=O)c(OC)c1 (configuration not stated)	i	i	11	i	i	i	i	i	i	i	i
CCCc1cc(NCCCn2ccnc2)n2nc(C)c(-c3ccccc3)c2n1	i	i	0	i	i	i	i	i	i	i	i
COc1ccc(OC)c(NC(=O)c2ccno2)c1	i	i	-7	i	i	i	i	i	i	i	i
O=C(CCCn1c(=S)[nH]c2ccsc2c1=O)NCCc1ccccc1	i	i	-11	i	i	i	i	i	i	i	i
O=C(CN1C(=O)NC2(CCOc3ccccc32)C1=O)c1ccc[nH]1 (configuration not stated)	i	i	-8	i	i	i	i	i	i	i	i
Cc1cc(Br)cc(/C=N/NC(=O)c2ccc3c(c2)OCO3)c1O	i	i	84*	i	i	i	i	i	i	i	i
CSc1cccc(CN2CCN(CCC(C)C)C(CCO)C2)c1 (configuration not stated)	i	i	-7	i	i	i	i	i	i	i	i
Cc1ccc2sc(NNC(=O)c3cc(-c4cccs4)nc4ccccc34)nc2c1C	i	i	90*	i	.	i	i	i	i	i	i
COc1ccc(CCC(=O)N(C)CC(=O)Nc2ccc(Cl)c(C(F)(F)F)c2)cc1	i	i	21	i	i	i	i	i	i	i	i
Cc1cc(C)c2nc(N3CCCC3)c(C#N)cc2c1	i	i	-3	i	i	i	i	i	i	i	i
O=C(Nc1c(Cl)ccc2nsnc12)c1cccnc1	i	i	-3	i	i	i	i	i	i	i	i
COc1ccc(/C=N/Nc2nc(Nc3ccccc3)nc(N3CCCCC3)n2)c(OC)c1	i	i	19	i	i	i	i	i	i	i	i
CC(=O)Nc1cccc(NC(=S)Nc2ccc(F)cc2F)c1	i	i	-13	i	i	i	i	i	i	i	i
O=C(COC(=O)C1CCN(S(=O)(=O)c2ccc3c(c2)OCCO3)CC1)Nc1cc(C(F)(F)F)ccc1Cl	i	i	-1	i	i	i	i	i	i	i	i
CCC(OC(=O)c1cccs1)C(=O)NCc1ccc(C)cc1 (configuration not stated)	i	i	-13	i	i	i	i	i	i	i	i

One compound at a time (already shown). Order of values: TRPC4 act	TRPC6 inhibitor	SKKanGAS inh	TRPC4 PAM	TMEM16A act	TRPC4 inh	TMEM16A inh	MrgX1 ag	TRPC6 act	MrgX1 antagonist	MrgX1 allo act
Shown for Cn1c(C(=O)NC2CC2)cc2c(=O)n(C)c3ccccc3c21 → i	i	-5	i	i	i	i	i	i	i	i
Shown for N#C/C(=N/Nc1ccccc1F)C(=N)N1CCOCC1 → i	i	10	i	i	i	i	i	i	i	i
Shown for COc1ccc(CCC(=O)N(C)CC(=O)Nc2ccc(Cl)c(C(F)(F)F)c2)cc1 → i	i	21	i	i	i	i	i	i	i	i
Shown for Cc1ccn2c(=O)nc(SCC(=O)N3CCCc4ccccc43)nc2c1 → i	i	16	i	i	i	i	i	i	i	i
Shown for CC(C)C(=O)N1CCN(c2ccc(NC(=S)NC(=O)c3cc4ccccc4o3)cc2)CC1 → i	i	12	i	i	i	i	i	i	i	i
